NTR1 ag – NTR1-driven beta-arrestin-GFP spot formation – imaging, U2OS cells, high content, primary screen (AID 493036); P30989; agonist mode; activation, % at 20 µM; 0.17% of 330,000 active;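 active means activation at or above 40% of the spot to cytoplasm intensity ratio, with at least 20 cells analyzed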;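 further: 0% = DMSO without peptide and 100% = 100 nM NTR1 peptide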
Target sequence (P30989 whole entry, looked up): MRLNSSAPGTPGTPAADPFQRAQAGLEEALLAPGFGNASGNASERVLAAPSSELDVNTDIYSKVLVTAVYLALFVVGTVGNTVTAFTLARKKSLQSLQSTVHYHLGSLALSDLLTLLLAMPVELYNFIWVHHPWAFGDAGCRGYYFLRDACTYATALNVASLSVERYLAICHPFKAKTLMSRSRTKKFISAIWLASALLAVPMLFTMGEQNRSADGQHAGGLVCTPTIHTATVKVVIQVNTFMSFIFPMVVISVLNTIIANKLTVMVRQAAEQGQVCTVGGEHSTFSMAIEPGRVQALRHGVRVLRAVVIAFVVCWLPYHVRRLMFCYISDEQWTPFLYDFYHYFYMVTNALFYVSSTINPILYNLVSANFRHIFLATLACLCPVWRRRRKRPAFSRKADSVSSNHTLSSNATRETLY
Rac1 GTP hydrolysis – MgcRacGAP GTPase-activating activity inhibitors, confirmation, biochemical, ADP Hunter fluorescence; MgcRacGAP-stimulated Rac1 GTP hydrolysis, ADP Hunter fluorescence; higher % means a stronger effect; GST-tagged Rac1 F28L mutant substrate; inhibition, % at 30 µM, or IC50 in µM where a hit was titrated; AID 624330; 0.6% of 340,000 active;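 active means first-screen hits whose inhibition reached a set limit at any dose in the follow-up dose series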;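 further: fluorescence reports GDP produced by GAP-driven GTP hydrolysis; strong numbers were not always called active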
NTR1 ag cell count 20 µM – also measured in NTR1 ag; calls as there; cell count; measured here: cell count, cytotoxicity flag
* hit, by the source's call.

Every second line gives: NTR1 ag, NTR1 ag cell count 20 µM, Rac1 GTP hydrolysis
CC(Sc1ccc(S(=O)(=O)N2CCN(C)CC2)cn1)C(=O)NC1(C#N)CCCCC1 (stereo not given)
→ -0.5, 55, 1.4%
CCc1ccccc1OCC(=O)N1CCN(c2ncccn2)CC1
→ -0.5, 56, 1.9%
CCN(CC)S(=O)(=O)c1cccc(NC(=O)CN2C(=O)NC3(CCOc4ccccc43)C2=O)c1 (stereo not given)
→ -0.7, 68, -8.9%
Cc1ccc(S(=O)(=O)NCC(=O)OCC(=O)NCc2ccc3c(c2)OCO3)cc1
→ 1.3, 56, 3.8%
Cc1cc(C(=O)NNC(=O)/C=C/c2ccco2)c(C)o1
→ 0.8, 63, 125µM*
O=C(COC(=O)c1cccc(S(=O)(=O)N2CCCCC2)c1)NCc1ccccc1
→ -0.5, 51, 5.9%
O=C(Nc1cc(-c2ccccc2)cs1)c1ccco1
→ 2.5, 53, 2.5%
CCCCNc1ccc(C(F)(F)F)cc1S(=O)(=O)NCCc1ccc(F)cc1
→ 9.2, 54, 8.0%
CCn1nc(C(=O)NCc2nnc3ccccn23)c2ccccc2c1=O
→ -0.9, 53, 2.4%
Nc1ncnc2c1ncn2[C@@H]1O[C@H](CNS(=O)(=O)c2ccc(-c3ccno3)s2)[C@@H](O)[C@H]1O
→ -1.0, 64, 12.6%
CC(Sc1nnc(C2CC2)n1C1CC1)C(=O)c1ccc(Br)cc1 (stereo not given)
→ -0.2, 62, 3.8%
Cc1ccc(S(=O)(=O)N2CCOCC2)cc1C(=O)Nc1ccc(N2CCCCCC2)cc1
→ 1.0, 49, 12.6%
COc1ccc(/C=C/C(=O)Nc2ccccc2C(N)=O)cc1S(=O)(=O)N1CCOCC1
→ -0.5, 75, 4.6%
COc1ccc2c(c1)-c1ccccc1S(=O)(=O)N(C)C2
→ 0.5, 49, 13.0%
O=C(COC(=O)c1ccc(F)cc1F)c1ccc[nH]1
→ 1.0, 53, 2.9%
O=C1OCCN1C(=O)[C@H]1[C@H](c2ccc(Cl)cc2)C(c2ccc(F)cc2)=NN1c1ccccc1
→ 9.6, 50, 5.8%
Cc1cc(C)c(S(=O)(=O)N2CCN(C(=O)c3cc4ccccc4o3)CC2)c(C)c1
→ 2.8, 51, 1.0%
Cc1cc(C)cc(-c2nnc(SCC(=O)Nc3cc(C)on3)o2)c1
→ 0.2, 61, 10.9%
CC1CCCN(C(=O)c2ccc3ncsc3c2)C1 (stereo not given)
→ -1.1, 59, 7.3%
O=S(=O)(CCN1CCN(c2ccccc2O)CC1)c1cc(Cl)ccc1Cl
→ 0.1, 63, 7.8%
O=C(C1CC=CCC1)N1CCN(S(=O)(=O)c2ccc(F)cc2)CC1 (stereo not given)
→ -0.1, 47, 3.4%
COc1cc(OC)c2c(-c3cccc(-c4ccc(O)cc4)c3)cc(=O)oc2c1
→ 8.4, 42, 12.4%
COc1ccc(C(=O)COC(=O)c2n[nH]c3ccccc23)c(OC)c1
→ 2.7, 48, 5.3%
Cc1nc(C)c(C(=O)OCC(=O)NCCc2ccc(F)cc2)s1
→ 0.6, 62, 11.1%
COCCCNC(=O)C[C@H]1C[C@H](C(=O)N2CCOCC2)[C@@]2(C)c3[nH]c4cc(CCC(=O)N(C)C)ccc4c3CCN2C1=O
→ -1.5, 52, 8.9%
CC(=O)c1ccc(N2CCN(C(=O)c3ccc(Cl)c(S(=O)(=O)NC4CC4)c3)CC2)c(F)c1
→ 0.1, 55, -1.1%
COc1ccc(C(C)(C)C)cc1NC(=O)CSc1ncn[nH]1
→ 0.8, 68, 7.5%
CC(=O)c1cccc(NC(=O)C(C)OC(=O)/C=C/c2cccs2)c1 (stereo not given)
→ -0.1, 56, 0.2%
N#Cc1cccc(C(=O)OCc2cccc(S(=O)(=O)N3CCOCC3)c2)c1
→ 0.8, 69, 7.3%
Cc1cc2oc(=O)cc(-c3ccccc3)c2c(C)c1-c1ccc(OC(F)(F)F)cc1
→ 2.5, 66, 6.0%

Entries of single compounds from above. Order of values: NTR1 ag | NTR1 ag cell count 20 µM | Rac1 GTP hydrolysis
`CCn1nc(C(=O)NCc2nnc3ccccn23)c2ccccc2c1=O` is listed with -0.9 | 53 | 2.4%
`Cc1cc2oc(=O)cc(-c3ccccc3)c2c(C)c1-c1ccc(OC(F)(F)F)cc1` is listed with 2.5 | 66 | 6.0%
`O=C(C1CC=CCC1)N1CCN(S(=O)(=O)c2ccc(F)cc2)CC1` (stereo not given) is listed with -0.1 | 47 | 3.4%
`Nc1ncnc2c1ncn2[C@@H]1O[C@H](CNS(=O)(=O)c2ccc(-c3ccno3)s2)[C@@H](O)[C@H]1O` is listed with -1.0 | 64 | 12.6%
`Cc1cc(C)c(S(=O)(=O)N2CCN(C(=O)c3cc4ccccc4o3)CC2)c(C)c1` is listed with 2.8 | 51 | 1.0%

4 entries out of the list above, sorted by their value in Rac1 GTP hydrolysis, rising.
mol | Rac1 GTP hydrolysis
CCN(CC)S(=O)(=O)c1cccc(NC(=O)CN2C(=O)NC3(CCOc4ccccc43)C2=O)c1 (stereo not given) | -8.9%
O=C(C1CC=CCC1)N1CCN(S(=O)(=O)c2ccc(F)cc2)CC1 (stereo not given) | 3.4%
CC(Sc1nnc(C2CC2)n1C1CC1)C(=O)c1ccc(Br)cc1 (stereo not given) | 3.8%
Cc1nc(C)c(C(=O)OCC(=O)NCCc2ccc(F)cc2)s1 | 11.1%

Later entries
Every second line gives: NTR1 ag, NTR1 ag cell count 20 µM, Rac1 GTP hydrolysis
Nc1ncnc2c1ncn2[C@@H]1O[C@H](CNS(=O)(=O)c2cc(S(=O)(=O)c3ccccc3)cs2)[C@@H](O)[C@H]1O
→ 4.0, 59, 5.0%
CC(C(=O)NC1CCCC1)N1CCN(S(=O)(=O)c2ccccc2Cl)CC1 (stereo not given)
→ -0.5, 71, 5.1%
COc1ccc(NS(=O)(=O)c2ccc3c(c2)CCC(=O)N3)cc1O
→ -0.9, 53, 2.9%
CC(=O)Nc1ccc(NC(=O)COC(=O)CCNS(=O)(=O)c2c(Cl)cccc2Cl)cc1
→ 1.1, 52, -4.3%
O=C1OCCN1C(=O)[C@H]1[C@H](c2ccc([N+](=O)[O-])cc2)C(c2ccccc2)=NN1c1ccc(Br)cc1
→ 4.1, 55, 5.7%
O=C1[C@@H](Oc2ccccc2)[C@@H](c2cccnc2)N1c1ccccc1
→ -0.2, 56, 5.3%
C[C@@H](c1ccccc1)N1C[C@H]2CCCN2c2cc(Br)ccc2S1(=O)=O
→ 0.6, 51, 10.2%
CC(C)[C@H](N)C(=O)NC[C@H]1O[C@@H](n2cnc3c(N)ncnc32)[C@H](O)[C@@H]1O
→ 0.7, 41, 7.7%
Cc1ccccc1C1CC(=O)Oc2cc(O)ccc21 (stereo not given)
→ -0.4, 63, 9.2%
COc1cccc(N2CCN(CC(=O)N3CCN(S(=O)(=O)c4ccc(Cl)cc4)CC3)CC2)c1
→ 0.5, 64, 4.0%
CC[C@]12c3[nH]c4cc(CCC(=O)N(C)C)ccc4c3CCN1C(=O)[C@@H](CC(=O)NCCC1=CCCCC1)C[C@@H]2C(=O)N1CCN(C(=O)c2ccco2)CC1
→ -0.1, 52, 7.2%
CC[C@]1(C(=O)OC)[C@H]2C(=O)N(Cc3ccccc3)C(=O)[C@H]2[C@H]2CN=C(SCC3CC3)N21
→ 2.9, 58, -1.1%
CN(C)C(=O)CCc1ccc2c3c([nH]c2c1)[C@]1(CCc2ccccc2)[C@@H](C(=O)N2CCCCC2)C[C@H](CC(=O)NCc2cccc(C(F)(F)F)c2)C(=O)N1CC3
→ 0.4, 47, 9.3%
CC(C)(C)NC(=O)C[C@H]1C[C@H](C(=O)N2CCCCC2)[C@@]2(CCc3ccccc3)c3[nH]c4ccc(Cl)cc4c3CCN2C1=O
→ 2.2, 58, 9.2%
Cc1ccc(C2CC(=O)Oc3cc(C)cc(C)c32)cc1 (stereo not given)
→ 0.4, 46, 6.1%
COc1cccc(NC(=O)CN(C)C(=O)C2=COCCO2)c1
→ -0.2, 72, -1.7%
COc1ccc(CC(=O)N[C@@H]2c3cc(OC)c(OC)cc3C[C@H]2OCc2ccccc2)cc1
→ 3.2, 65, 4.8%
CCOc1ccc(S(=O)(=O)NCc2cccs2)cc1C(C)C
→ 4.7, 59, 5.8%
CC(C)Cn1nc(C(=O)N2CCc3ccccc32)c2ccccc2c1=O
→ 0.8, 83, 9.2%
CCOC(=O)C1=CN(Cc2ccco2)S(=O)(=O)NC1c1cccc(OC)c1 (stereo not given)
→ 0.4, 48, 4.0%
COc1ccc(NC(=O)CCC(=O)c2cc(C)sc2C)cc1
→ -1.2, 42, 5.8%
COc1cc2c(cc1OC)[C@@H](NC(=O)COc1ccccc1)[C@H](OCc1ccccc1)C2
→ 0.7, 71, 3.9%
COc1ccc(C2/C=C\CN(C(=O)c3ccccc3)CC(=O)N2Cc2cccc(F)c2)cc1 (stereo not given)
→ 2.5, 59, 11.9%
N#Cc1ccc(N[C@@H]2CCN3C(=O)c4ccccc4[C@@H]3C[C@H]2O)cc1
→ 1.2, 82, 4.3%
OC[C@@H]1[C@@H](c2ccc(Cl)cc2)C(c2cccc(Cl)c2)=NN1c1ccccc1
→ 16.1, 65, 7.3%
CNS(=O)(=O)c1cccc(C(=O)OCC(=O)c2ccc3c(c2)OCCO3)c1
→ 1.2, 54, 2.7%
O=C(COC(=O)c1ccc(Cl)cc1)NC(=O)NC1CCCC1
→ 2.6, 65, 2.4%
CCN1CCN(C(=O)N(CC(=O)Nc2ccc(C(N)=O)cc2)S(=O)(=O)c2ccc(C)cc2)CC1
→ -0.5, 52, 5.3%
O=C(CNC(=O)c1ccc(F)cc1)NCc1ccc(S(=O)(=O)N2CCOCC2)cc1
→ 0.9, 59, 12.0%
O=C(NCC1CCCO1)c1ccc2[nH]c3c(c2c1)CCCC3 (stereo not given)
→ 0.6, 60, 7.7%

Rac1 GTP hydrolysis: what is marked active above.
molecule	Rac1 GTP hydrolysis
Cc1cc(C(=O)NNC(=O)/C=C/c2ccco2)c(C)o1	125µM*

Later entries
Every second line gives: NTR1 ag, NTR1 ag cell count 20 µM, Rac1 GTP hydrolysis
COc1ccc2[nH]c3c(c2c1)CCN1C(=O)C(CC(=O)NCCC2=CCCCC2)C[C@H](C(=O)N2CCOCC2)[C@@]31C (stereo not given in full)
→ 2.7, 68, 5.9%
COc1ccc(-c2c(C)cc3oc(=O)cc(-c4ccccc4)c3c2C)cc1C=O
→ 8.4, 65, 10.5%
CCN(CC(=O)Nc1ccc(NC(C)=O)cc1)C(=O)c1cn(-c2ccccc2)nc1-c1cccs1
→ 0.3, 57, 7.7%
O=C(Cc1c(F)cccc1Cl)Nc1cc(S(=O)(=O)N2CCOCC2)ccc1N1CCOCC1
→ -1.5, 71, 5.7%
COc1ccc(CN(C)C(=O)Cn2cnc3c(NCc4ccccc4)ncnc32)cc1OC
→ 0.8, 57, -3.2%
Cc1cc(OCC(=O)OCC(=O)c2ccc[nH]2)ccc1Cl
→ -0.4, 54, 6.2%
COc1ccc2c(c1)OC(=O)CC2c1cc(OC)c(OC)c(OC)c1 (stereo not given)
→ -1.0, 58, 4.6%
CC(c1nc2scc(-c3ccccc3)c2c(=O)[nH]1)N1CCN(CC(=O)NC2CC2)CC1 (stereo not given)
→ -0.8, 65, 3.2%
COc1ccccc1C1CC(=O)Oc2cc(C)c(Cl)cc21 (stereo not given)
→ 0.9, 36, 9.0%
COc1ccc(S(=O)(=O)N2CCOCC2)cc1NC(=O)CSc1cc(C)ccc1C
→ 0.8, 59, 8.4%
COc1ccccc1COC(=O)C(NC(=O)c1ccc(C)cc1)C(C)C (stereo not given)
→ 0.0, 65, 1.8%
CC[C@]12c3[nH]c4ccc(Cl)cc4c3CCN1C(=O)[C@@H](CC(=O)NCCC1=CCCCC1)C[C@@H]2C(=O)N1CCN(C(=O)c2ccco2)CC1
→ 10.0, 53, 8.2%
Cc1ccc(C)c(N2CCN(C(=O)CCc3nc(-c4ccc(Cl)cc4)no3)CC2)c1
→ 1.6, 60, 8.8%
Cc1cc(Br)ccc1NC(=O)CNC(=O)CN(C)C1CCS(=O)(=O)C1 (stereo not given)
→ 0.3, 58, 2.9%
CC(C)(C)c1ccc(C(=O)NCCC(=O)Nc2ccc(S(=O)(=O)Nc3nccs3)cc2)cc1
→ -0.4, 64, -14.9%
O=S(=O)(c1ccc(NCCCO)nc1)N1CCOCC1
→ -1.1, 82, 4.6%
O=C(CC1SC(N2CCCCC2)=NC1=O)Nc1cccc(C(=O)NCc2ccc(F)cc2)c1 (stereo not given)
→ 2.8, 53, 6.9%

Two records drawn at random from the list so far, as already listed:
Every second line gives: NTR1 ag, NTR1 ag cell count 20 µM, Rac1 GTP hydrolysis
Cc1cc(OCC(=O)OCC(=O)c2ccc[nH]2)ccc1Cl
→ -0.4, 54, 6.2%
COc1ccc(-c2c(C)cc3oc(=O)cc(-c4ccccc4)c3c2C)cc1C=O
→ 8.4, 65, 10.5%

Source: PubChem

Some of the compounds tested. The share of hits here may be higher or lower than overall.
